# From PubChem
# HepG2 tox: counter-screen for TGF-b inhibitors: cytotoxicity in HepG2 cells. HepG2 CAGA-GFP viability, ATP luminescence, 18 h. Potency, µM (doses to about 46.1 µM), for the others: at the highest dose activity change, negative = cytotoxicity, most hits filed as cytotoxic. hit rate 0.76% among 410,000. AID 588856; note: potency is the fitted concentration of half-maximal effect; some results filed as inactive show a strong effect at the top dose
#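 HepG2 CAGA-GFP cells (1000/well, DMEM with 1% FBS) received compound, then TGF-beta at 500 pg/mL final, and were incubated 18 hours at 37 degrees C. Viability was read by CellTiter-Glo luminescence. Media-only wells were set as complete cell-killing and DMSO as no toxicity.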
# MmCpn inh: blocks the Methanococcus maripaludis chaperonin Mm-Cpn. purified Mm-Cpn ATPase, ADP Transcreener TR-FRET. Potency, µM (doses to about 76.9 µM), for inactives: at the highest dose activity, negative = inhibition, usual class: inhibitors. hit rate 0.031% among 330,000; note: potency is the fitted concentration of half-maximal effect; % is set by controls: 0 for no effect and ±100 for the full control effect; nearly all actives have a fitted effect of over 80% in size
#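 Compound-treated chaperonin, 25 nM final, turns over 10 uM ATP at 37°C for 30 min following a 10 min preincubation; ADP generated competes with ADP-d2 for Eu-cryptate antibody, lowering FRET.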
# TGFb SMAD3 inh: blocks TGF-b signaling | AID 588855 | Potency, µM (series often up to 46.1 µM), inactives show top-dose activity, negative = inhibition, actives largely listed as inhibitors | hit rate 1.2% among 410,000 | HepG2 CAGA-GFP TGF-b/SMAD3 reporter, GFP fluorescence, 18 h; TGF-beta stimulated, 500 pg/mL final; note: potency is the fitted concentration of half-maximal effect; % is set by controls: 0 for no effect and ±100 for the full control effect; nearly all actives have a fitted effect of over 65% in size
#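 TGF-beta reporter screen: HEPG2 CAGA-GFP, 1% FBS, 500 pg/mL TGF-beta final, 18 h; per-cell GFP summed per well; curves fitted and categorized by class.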
# Akt phos inh: blocks phosphorylation of Akt | Neuro2A IGF-stimulated pAkt S473 HTRF, 20 min; hits give low values | activity change, % for hits at 50 µM | hit rate 0.32% among 360,000; in the data active = activity change below about -80%; inconclusive = mostly about -51% to -80%; note: % is set by controls: 0 for no effect and ±100 for the full control effect
#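 Neuro2A cells in DMEM with 0.5% FBS, overnight at 37 deg C, given compound at single 50 µM final, then IGF (6 nM final) for 20 min at 37 deg C. Lysed; phospho-Akt Ser473 by HTRF after 24 h, 665/615 ratio.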
# Nrf2 ARE act: Nrf2 pathway activation; Potency, µM (top dose mostly 46.1 µM), for the others: at the highest dose activation, usual class: activators; AREc32 ARE-luciferase reporter (MCF7-derived line), luminescence, 24 h; hit rate 0.31% among 410,000; note: potency is the fitted concentration of half-maximal effect; % of control where 0% means no effect; nearly all actives have a fitted effect of over 65% in size
#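 Quantitative high-throughput format: AREc32 reporter cells, 1000 per well, received compound by pin transfer and were incubated 24 hr at 37 deg C, 5% CO2, before Steady-Glo luminescence detection.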
# A549 viability: A549 cytotoxicity, counter-screen for Nrf2 inhibitors; A549 ARE-Fluc cells, CellTiter-Fluor viability, 18-24 h; Potency, µM (top dose mostly 46 µM), for the others: top-dose activity change, negative = cytotoxicity, usual class: inhibitors; hit rate 0.16% among 390,000; AID 504648; note: potency is the fitted concentration of half-maximal effect; % is set by controls: 0 for no effect and ±100 for the full control effect
#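 Cytotoxicity counterscreen: CellTiter-Fluor fluorescence was measured in A549 ARE_Fluc cells after 18-24 h of compound exposure in a concentration series. The subsequent BugLite luminescent read reports ARE-luciferase activity.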
# CCT chaperon mod: changes cytosolic chaperonin activity | purified chaperonin ATPase assay, HTRF ADP detection, 30 min | activity change, % (concentration not given with the values), hits read low | hit rate 0.3% among 360,000 | AID 651819; in the data active = activity change below about -30%; note: % is set by controls: 0 for no effect and ±100 for the full control effect
#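 TRiC (40 or 20 nM final, by batch activity) in 30 mM Tris pH 7.4, 100 mM KCl, 5 mM MgCl2, 1 mM DTT was treated with compound at 76 uM single dose, then 10 uM ATP, 30 min at 37 °C. ADP was read by HTRF Transcreener.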
# Nrf2 block: Nrf2 pathway inhibition. A549 ARE-Fluc reporter, luciferase luminescence, 18-24 h. hit rate 2.1% among 360,000. Potency, µM (series often up to 46 µM), for the others: at the highest dose activity change, negative = inhibition, most hits filed as inhibitors; note: potency is the fitted concentration of half-maximal effect; % is set by controls: 0 for no effect and ±100 for the full control effect; nearly all actives have a fitted effect of over 60% in size
#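 A549 ARE_Fluc cells (5000/well, 5% FBS OPTI-MEM) pre-incubated 2 h, then treated with compounds 18-24 h at 37C/5% CO2 in concentration-response. CellTiter-Fluor viability read first; BugLite luciferase luminescence after 15 min at room temperature gives Nrf2 activity.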
# Abeta yeast res: restores growth of yeast expressing A-beta42 peptide. Potency, µM (series often up to 46.1 µM), without a hit: top-dose growth rescue, usual class: activators. AID 1347071. yeast expressing A-beta42, growth rescue, OD600, 48 h; response scale: 0% DMSO, 100% iron-clioquinol control. hit rate 0.063% among 410,000; note: potency is the fitted concentration of half-maximal effect; nearly all actives have a fitted effect of over 55% in size
#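 Yeast A-beta toxicity model in growth medium with pinned compounds, 48 h at 30 C; growth read as absorbance at 600 nm. Normalized to FeCl3/clioquinol equimolar mix (positive) and DMSO (negative).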
# Starred values were filed as active, the others as inactive; i = inactive; ? = inconclusive; · = no result given; & = joins results of further samples; ! = not confirmed by another sample; [ ] = another dose, or the depositor's remark. Unless noted, calls come from the whole dose curve; as a rule, active = well fitted curve in the direction sought with a large enough effect; inconclusive = small, poorly fitted or top-dose-only effect, or another doubt; inactive = no such curve, though single readings can be large; an effect the other way counts as inactive or inconclusive.
entry	SMILES	HepG2 tox	MmCpn inh	TGFb SMAD3 inh	Akt phos inh	Nrf2 ARE act	A549 viability	CCT chaperon mod	Nrf2 block	Abeta yeast res
1	O=[N+]([O-])c1ccc(NCc2ccccc2)nc1	-1%	1%	?	i	3.6%	-1%	0.1	23%	15%
2	CCOc1ccccc1N(CC(=O)Nc1ccc(OC)c(OC)c1)S(=O)(=O)c1ccccc1	-33%	1%	-2%	i	0.8%	8%	-2.8	-9%	1%
3	Cc1ccc(C(=O)NC(=S)Nc2ccc3[nH]c(=O)[nH]c3c2)cc1	-22%	-1%	-10%	i	-0.6%	1%	-1.5	-10%	?
4	COC(=O)CC(CP(=O)(O)CN(C)C=O)C(=O)OC (stereo not given)	0%	2%	19%	i	0.3%	-4%	-0.6	-16%	3%
5	Cn1c(=O)c2c(ncn2CC(=O)N2CCN(c3ccc([N+](=O)[O-])cc3)CC2)n(C)c1=O	13%	2%	17%	i	-0.5%	-25%	-4.2	8%	-10%
6	COc1ccc(/C=N/NC(=O)CN2CCS(=O)(=O)CC2)cc1	0%	2%	-14%	i	-0.3%	5%	1.7	?	-7%
7	CC(=O)C(Sc1nnnn1-c1ccccc1)C(C)=O	-12%	1%	27%	i	-0.4%	1%	0.5	-3%	7%
8	N/C(=N\OC(=O)C1CCCCC1)c1ccccn1	-14%	-2%	-6%	i	0.0%	2%	-1.0	?	6%
9	O=C(O)CCCCCN1C(=O)/C(=C\c2cn(-c3ccccc3)nc2-c2cccs2)SC1=S	-14%	-3%	-21%	i	15%	?	-1.0	?	8%
10	Cc1ccsc1/C=N/NC(=O)c1ccc2nc[nH]c2c1	-17%	2%	-3%	i	1.8%	12%	-0.6	7%	21%
11	Cc1ccc(S(=O)(=O)c2nc(-c3ccccc3)oc2N2CCC(C(N)=O)CC2)cc1	-35%	-1%	0%	i	0.2%	3%	-5.9	-21%	-9%
12	CCn1c(C(=O)N2CCC(C(=O)NCc3ccc4c(c3)OCO4)CC2)cc2sccc21	-25%	1%	-29%	i	3.0%	-8%	-0.3	-25%	4%
13	O=C(C=Cc1ccccc1O)c1ccccc1O	22µM*	·	?	i	14µM*	-1%	-0.7	5%	-89%[inhibitor]
14	COc1cc(/C=N/n2cnnc2)ccc1OS(=O)(=O)c1ccccc1[N+](=O)[O-]	2%	-1%	8%	i	13µM*	3%	-0.4	3%	5%
15	CC(C)CN(CCNC(=O)CN1C(=O)CSc2ccc(S(=O)(=O)N3CCOCC3)cc21)CC(C)C	-55%&-18%	-3%	14%&-6%	i	0.2%&-1.1%	-2%&4%	-2.0	-18%	8%&0%
16	CCCC(=O)N(Cc1cc2cc(OC)ccc2[nH]c1=O)c1ccccc1OC	-11%	·	-3%	i	0.1%	·	0.8	·	-5%
17	O=C(NNC(=O)c1ccc(Br)s1)c1csc(N2CCOCC2)n1	-20%	-9%	1%	i	0.3%	-3%	-11	1%	-15%
18	CCc1ccc(Sc2cc(C(=O)NCCN3CCOCC3)c3ccccc3n2)cc1	-4%	-1%	-3%	i	2.1%	11%	3.0	4%	-6%
19	CC(C)=C(NC(=O)c1ccccc1)C(=O)NC(Cc1ccccc1)C(=O)O (stereo not given)	-1%	?	-13%	i	-0.8%	2%	-3.6	2%	2%
20	COc1ccc(S(=O)(=O)N2CCOC2CNC(=O)C(=O)NCc2ccc(F)cc2)cc1 (stereo not given)	-4%	1%	-27%	i	-0.6%	-2%	0.4	-4%	4%
21	Cc1cc(Nc2cc(F)ccc2C)n2nc(C)nc2n1	-5%	1%	4%	i	5.2%	16%	1.5	-15%	-25%
22	CCN(CC)CCNc1nc2ccccc2n1C	0%	0%	1%	i	-0.1%	-8%	-0.1	-9%	-5%
23	Cc1ccc(Cn2nnnc2CN2CCC(NC(=O)c3ccccc3F)CC2)cc1	-4%	1%	4%	i	-1.3%	-10%	1.4	8%	9%
24	Cc1ccc(N(C)S(=O)(=O)c2cccc(C(=O)Oc3ccc4c(C)cc(=O)oc4c3)c2)cc1	-2%	-4%	1%	i	0.0%	-3%	0.2	13%	-8%

# In another format: entries from further up
21: Cc1cc(Nc2cc(F)ccc2C)n2nc(C)nc2n1
8: N/C(=N\OC(=O)C1CCCCC1)c1ccccn1

Compound	21	8
HepG2 tox	-5%	-14%
MmCpn inh	1%	-2%
TGFb SMAD3 inh	4%	-6%
Akt phos inh	i	i
Nrf2 ARE act	5.2%	0.0%
A549 viability	16%	2%
CCT chaperon mod	1.5	-1.0
Nrf2 block	-15%	?
Abeta yeast res	-25%	6%

# (further entries)
entry	SMILES	HepG2 tox	MmCpn inh	TGFb SMAD3 inh	Akt phos inh	Nrf2 ARE act	A549 viability	CCT chaperon mod	Nrf2 block	Abeta yeast res
25	CCCn1nc(C(=O)OCn2nnc3ccccc3c2=O)c2ccccc2c1=O	-2%	2%	-10%	i	0.2%	1%	-0.8	10%	12%
26	Cn1c(=O)oc2cc(S(=O)(=O)N3CCC(C(=O)Nc4ccc(F)c(Cl)c4)CC3)ccc21	5%	·	-29%	·	0.0%	10%	·	-5%	-3%
27	Cc1ccccc1C(=O)OCn1nnc2ccccc2c1=O	5%	1%	15%	i	-0.5%	-19%	1.3	0%	1%
28	CCOc1ccccc1NC(=O)CN(c1ccc(OC)c(OC)c1)S(=O)(=O)c1ccc(C)cc1	-95%	·	-24%	i	0.0%	·	0.0	·	-2%
29	NC(N)=Nc1nc(CSCC/C(N)=N/S(N)(=O)=O)cs1	-19%	1%	0%	i	2.3%	-2%	-3.1	0%	-17%
30	CCN(CC(=O)Nc1ccc(Br)cc1)CC(=O)Nc1cc(C)on1	-10%	0%	-19%	i	2.9%	8%	1.6	13%	-1%
31	O=C(NCc1ccccc1)c1nc(S(=O)(=O)Cc2ccccc2)ncc1Cl	8.9µM*!	-1%	6.3µM*	·	-4.5%&-4.3%	?	-1.4	?	-42%&-30%[inhibitor]
32	COc1ccc(CCNC(=O)CN2C(=O)CCSc3ccccc32)c(OC)c1	3%	1%	-2%	i	0.6%	6%	-2.3	?	10%
33	CCOC(=O)C1=C(C)c2ccccc2OC1(C)C(=O)OCC (stereo not given)	-25%	2%	-18%	i	-1.1%	1%	0.3	11%	8%
34	N#CC1(NC(=O)COC(=O)c2cccc(-n3cnnn3)c2)CCCCC1	-5%	0%	0%	i	0.2%	-9%	-2.5	-5%	-3%
35	CCc1ccc(-n2nc(C)c3c(C(=O)N4CCN(c5ccccc5)CC4)cc(C)nc32)cc1	-34%	·	-17%	·	4.4%	0%	·	18µM*	2%
36	Cc1ccc2cc(CN(CC3CCCO3)C(=S)NCc3ccco3)c(=O)[nH]c2c1C (stereo not given)	-11%	-4%	-4%	i	0.2%	-13%	1.1	?	19%
37	COc1ccc(C(N)c2csc(Nc3nncc4ccccc34)n2)cc1 (stereo not given)	-66%	·	13µM*	i	4.5%	·	-0.8	·	-3%
38	Cc1[nH]c2ccccc2c1C(=O)CN1C(=O)C(=O)N(C2CCCC2)C1=O	-7%	-12%	11%	i	1.7%	4%	0.0	-9%	-12%
39	Cc1cc2nc(-c3ccc(SCc4ccc(C#N)cc4)nc3)[nH]c2cc1C	-47%	?	-25%	·	0.0%	?	0.5	?	-6%
40	Cc1cc(N)ccc1-n1c(C)ccc1C	-31%	-2%	-9%	i	1.9%	0%	-6.3	23%	-22%
41	O=c1cnnc(Nc2cccc(F)c2)[nH]1	-5%	-9%	0%	i	6.8%	2%	2.1	-2%	-1%
42	COc1ccc(C2C(C(=O)Nc3cccnc3)=C(C)Nc3nc(-c4ccccc4)nn32)cc1OC (stereo not given)	-10%	·	-17%	·	3.9%	-1%	·	-7%	-12%
43	CC(C)CN1C(=O)C(=O)N(CC(=O)N2CCC(Cc3ccccc3)CC2)C1=O	-13%	1%	-7%	i	0.0%	-3%	-2.1	?	2%
44	COc1ccccc1N1CCN(C2CCCC(C)C2)CC1 (stereo not given)	7%	0%	-2%	i	-0.6%	-7%	-1.9	1%	15%
45	CCc1cc2c(CN3CCN(CCO)CC3)cc(=O)oc2cc1O	-11%	-9%	-2%	-106%*	0.3%	?	-0.6	22%	-10%
46	CSc1cccc(NC(=O)C(c2ccccc2)N2Cc3ccccc3C2=O)c1 (stereo not given)	-14%	·	?	·	0.5%	2%	·	?	7%
47	CC(=O)N=c1n(C)c2ccccc2n1CCOc1ccccc1	7%	2%	10%	i	0.3%	-4%	-3.6	17%	19%
48	Cc1ccc(SC/C(O)=C(\C#N)c2nc3ccccc3n2C)cc1	-9%	0%	11%	i	4.7%	-5%	0.6	-26%	1%
49	O=[N+]([O-])c1ccc2c(c1)-c1ccccc1C2=NO	-12%	·	?	i	3.2%	-1%	-0.3	7%	-49%[inhibitor]
50	CC(C)N1C(=S)SC(C)(C)C1NO (stereo not given)	16%	1%	17%	i	-0.5%	2%	1.5	·	2%[9.22 µM]
51	C/C=C/c1ccc(OCCOCCNCc2ccccc2)c(OC)c1	-47%	-4%	?	i	-0.2%	0%	1.1	-10%	-1%
52	COc1ccccc1CCNC(=O)Cc1c(C)c2c(O)cc(C)cc2oc1=O	-18%	·	1%	·	-0.2%	6%	·	14%	2%
53	O=c1cc(CN2CCC(Cc3ccccc3)CC2)nc2sccn12	-8%	1%	-1%	i	0.1%	1%	-1.3	24%	-5%
54	CCOC(=O)Cn1nc(C)n(-c2ccc(C(C)C)cc2)c1=O	-7%	0%	-1%	i	-0.1%	0%	-3.0	6%	7%
55	O=C1c2ccccc2CCC12N=NCC2c1ccccc1 (stereo not given)	-13%	1%	0%	i	2.0%	2%	-1.0	?	-2%
